Compound activity (PubChem BioAssay)
C2C12 statin = suppressors of statin myotoxicity in C2C12 myotubes, primary screen, cell-based, single point, plate reader | C2C12 myotubes + simvastatin, ATP luminescence, 48 h; scaled: DMSO 0, geranylgeraniol control 100 | rescue of ATP level, % at 7.49 µM | 330,000 tested, 0.78% active | AID 602340, 2012;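 active = mean ATP rescue above about 67%, or every replicate alone reaching that limit, limit read from the data, passing the limit was not always enough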;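 note: myotubes were challenged with 10 µM simvastatin during compound exposure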
Cneo AK release = Cryptococcus neoformans cell lysis inducers, primary screen, AK release luminescence, single concentration | C. neoformans lysis, adenylate kinase release luminescence, 4 h; normalised: neutral wells 0, clomiphene wells 100 | lysis activity, % at 15 µM | 360,000 tested, 0.2% active | AID 651654, 2012;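 active = mean lysis activity across replicates of at least 80%, whatever share of replicates individually reach that level; inactive = mean lysis activity below 80%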
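Signal: Adenylate kinase release luminescence | Assay system: Log-phase Cryptococcus neoformans yeast cells | Input: Cells at 5 × 10^6 per mL | Buffer or medium: Fresh YPD growth medium | Compound: Single dose | Schedule: Static 4 h at 37 °C with compound, 1 h detection | Controls: Clomiphene | Read-out: Luminescence rise reflecting yeast cell lysis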
SIRT5 inh = SIRT5 desuccinylase inhibitors, primary screen, biochemical, fluorescence imaging, single point, set 5; inhibition, % at 15 µM; AID 652115, 2013; 330,000 tested, 1.1% active; NAD-dependent protein deacylase sirtuin-5, mitochondrial (Homo sapiens), Q9NXA8; Purified SirT5, succinyl-peptide AMC, trypsin-coupled fluorescence; in the data active = inhibition above about 15%
Target sequence (Q9NXA8 whole entry, looked up): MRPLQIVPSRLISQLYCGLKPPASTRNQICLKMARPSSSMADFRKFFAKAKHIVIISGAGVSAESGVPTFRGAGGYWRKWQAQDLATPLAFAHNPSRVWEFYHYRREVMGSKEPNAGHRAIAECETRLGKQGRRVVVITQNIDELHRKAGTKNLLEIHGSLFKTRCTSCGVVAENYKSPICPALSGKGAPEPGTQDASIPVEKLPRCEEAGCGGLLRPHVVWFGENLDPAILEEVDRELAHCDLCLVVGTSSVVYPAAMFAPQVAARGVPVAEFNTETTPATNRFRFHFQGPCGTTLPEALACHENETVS
ARNT-TACC3 inh = disruptors of ARNT/TACC3 protein interaction, primary screen, biochemical, AlphaScreen, single concentration; 390,000 tested, 0.66% active; inhibition, % at 9.99 µM; Transforming acidic coiled-coil-containing protein 3 (Homo sapiens), Q9Y6A5; AlphaScreen His-ARNT PAS-B/GST-TACC3 binding, luminescence; TACC3 fragment carries E629A point mutation;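 active = mean inhibition of replicates at least 50% and at least half of replicates each reaching 50%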;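 note: 0% = complete ARNT plus TACC3 wells and 100% = ARNT alone without TACC3; many hits fall short of the cut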
miR-122 sensor = miR-122 Renilla sensor signal increase in Huh7, primary screen, miR-122 inhibitor project, cell-based, single point, plate reader; Huh7 miR-122 Renilla luciferase sensor, 48 h; neutral wells = 0, positive control = 100; activation (reporter increase), % at 12.5 µM; 340,000 tested, 0.3% active; AID 602342, 2012;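 active = mean replicate activation score at least 90 and every replicate individually at or above 90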;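 note: higher luciferase means less miR-122 activity so hits act as miR-122 inhibitors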
ERp5 block = inhibitors of ERp5-driven insulin aggregation, primary screen, biochemical, turbidity, absorbance 650 nm, single point; Protein disulfide-isomerase A6 (Homo sapiens), Q15084; 90 min; inhibition, % at 9.99 µM; 350,000 tested, 0.05% active; AID 651711, 2012;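 active = mean replicate inhibition above about 25%, with every replicate also reaching it, limit read from the data, passing the limit was not always enough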
Target sequence (Q15084 whole entry, looked up): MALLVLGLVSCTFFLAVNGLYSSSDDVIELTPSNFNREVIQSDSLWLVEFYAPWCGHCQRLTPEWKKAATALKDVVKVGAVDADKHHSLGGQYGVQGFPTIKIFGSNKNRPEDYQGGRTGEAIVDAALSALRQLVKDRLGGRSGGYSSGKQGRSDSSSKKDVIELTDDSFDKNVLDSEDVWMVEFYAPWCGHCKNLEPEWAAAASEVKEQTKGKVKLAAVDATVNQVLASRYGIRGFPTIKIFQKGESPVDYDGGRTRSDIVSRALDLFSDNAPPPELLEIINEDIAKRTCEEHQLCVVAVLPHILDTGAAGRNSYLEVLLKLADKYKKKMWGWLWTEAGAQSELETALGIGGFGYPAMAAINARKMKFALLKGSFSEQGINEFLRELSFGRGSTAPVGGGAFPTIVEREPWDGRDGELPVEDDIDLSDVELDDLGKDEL
esBAF inh = Bmi1 luciferase reporter increase in mESCs, primary screen, esBAF inhibitor project, mouse ES cells, Bmi1 luciferase knock-in, single point | 24 h; 100% = twice the neutral-well signal | reporter increase, % at 12.5 µM | 350,000 tested, 2% active | AID 602393, 2012; in the data active = activation above about 40%;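 note: 0% = median of the plate's neutral control wells and 100% = double that signal; a rise in the Bmi1 reporter signal indicates esBAF inhibition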
An asterisk follows results filed as active; x = no result given; [ ] = remark or other dose.

SMILES	C2C12 statin	Cneo AK release	SIRT5 inh	ARNT-TACC3 inh	miR-122 sensor	ERp5 block	esBAF inh
O=C(NC1CCCc2ccccc21)c1ccc(F)cc1F (stereo not drawn)	7	-4	2	1	-3	2	3
CO[C@@H]1CN(C)C(=O)c2ccc(NC(=O)c3cc(C)on3)cc2OC[C@@H](C)N(S(=O)(=O)c2cccc(Cl)c2)C[C@H]1C	33	-3	x	11	x	-5	11
CCCn1cnc2c(=O)oc3ccccc3c21	-8	1	x	0	0	x	-9
O=C(Nc1cccc(S(=O)(=O)N2CCCCC2)c1)c1cc([N+](=O)[O-])ccc1N1CCOCC1	-3	3	1	-5	-5	-3	x
CCOc1ccc(NS(=O)(=O)c2ccc(C(=O)N(CC)CC(=O)NCc3cccs3)cc2)cc1	x	-1	1	5	-5	4	x
CCc1nc2c(OCc3ccc(F)cc3)cccn2c1N(C)C(=O)c1ccncc1	-3	0	-3	x	1	4	-3
CS(=O)(=O)c1ccc(Cl)c(NC(=O)COC(=O)CCN=C2NS(=O)(=O)c3ccccc32)c1	-5	3	1	-3	x	-4	6
CCC(CC)COC(=O)C1=C(C)NC(=O)NC1c1cc(OC)ccc1OC (stereo not drawn)	2	4	4	-2	0	2	-9
O=C1C(CO)C(CO)C(CO)C1CO (stereo not drawn)	8	1	x	-6	-4	-13	-5
Cc1cc(N2C(=O)CC(C(C)c3ccccc3)C2=O)no1 (stereo not drawn)	-19	-2	x	-6	2	x	-1
CC1CCCCC1NC(=O)COC(=O)C12CC3CC(CC(Cl)(C3)C1)C2 (stereo not drawn)	x	x	-2	3	x	-5	x
C=CCOCCN(C)C1=NS(=O)(=O)c2cc([N+](=O)[O-])ccc21	x	x	-4	7	-1	5	x

Whole records, quoted from the list:
O=C(Nc1cccc(S(=O)(=O)N2CCCCC2)c1)c1cc([N+](=O)[O-])ccc1N1CCOCC1 is listed with C2C12 statin: -3; Cneo AK release: 3; SIRT5 inh: 1; ARNT-TACC3 inh: -5; miR-122 sensor: -5; ERp5 block: -3; esBAF inh: x
CO[C@@H]1CN(C)C(=O)c2ccc(NC(=O)c3cc(C)on3)cc2OC[C@@H](C)N(S(=O)(=O)c2cccc(Cl)c2)C[C@H]1C is listed with C2C12 statin: 33; Cneo AK release: -3; SIRT5 inh: x; ARNT-TACC3 inh: 11; miR-122 sensor: x; ERp5 block: -5; esBAF inh: 11
Cc1cc(N2C(=O)CC(C(C)c3ccccc3)C2=O)no1 (stereo not drawn) is listed with C2C12 statin: -19; Cneo AK release: -2; SIRT5 inh: x; ARNT-TACC3 inh: -6; miR-122 sensor: 2; ERp5 block: x; esBAF inh: -1

4 entries from above, field by field:
> CCc1nc2c(OCc3ccc(F)cc3)cccn2c1N(C)C(=O)c1ccncc1
  C2C12 statin: -3; Cneo AK release: 0; SIRT5 inh: -3; ARNT-TACC3 inh: x; miR-122 sensor: 1; ERp5 block: 4; esBAF inh: -3
> CS(=O)(=O)c1ccc(Cl)c(NC(=O)COC(=O)CCN=C2NS(=O)(=O)c3ccccc32)c1
  C2C12 statin: -5; Cneo AK release: 3; SIRT5 inh: 1; ARNT-TACC3 inh: -3; miR-122 sensor: x; ERp5 block: -4; esBAF inh: 6
> CCC(CC)COC(=O)C1=C(C)NC(=O)NC1c1cc(OC)ccc1OC (stereo not drawn)
  C2C12 statin: 2; Cneo AK release: 4; SIRT5 inh: 4; ARNT-TACC3 inh: -2; miR-122 sensor: 0; ERp5 block: 2; esBAF inh: -9
> O=C1C(CO)C(CO)C(CO)C1CO (stereo not drawn)
  C2C12 statin: 8; Cneo AK release: 1; SIRT5 inh: x; ARNT-TACC3 inh: -6; miR-122 sensor: -4; ERp5 block: -13; esBAF inh: -5

Remaining list, next part.
SMILES	C2C12 statin	Cneo AK release	SIRT5 inh	ARNT-TACC3 inh	miR-122 sensor	ERp5 block	esBAF inh
O=C(N=C1SC2CS(=O)(=O)CC2N1c1cccc(Cl)c1Cl)C1CCCO1 (stereo not drawn)	6	1	-6	-3	-3	-3	-1
C#Cc1ccc(C(=O)Nc2ccc(N3CCC(C)CC3)c(C(N)=O)c2)cc1	x	x	5	1	x	3	x
CCCC(=O)c1ccc(N2CCN(C(=O)c3ccc(Br)cc3)CC2)c(F)c1	11	-2	x	4	0	x	0
COc1ccc2cc(CCNC(=O)CC(C)(C)C)c(=O)[nH]c2c1	25	-6	x	1	-5	x	14
CCOc1ccc(CC(=O)N2CCN=C2SCc2ccc([N+](=O)[O-])cc2)cc1	x	x	-2	1	x	-3	x
CN1[C@H](C(=O)NCc2ccccn2)[C@@H](CO)[C@@H]2Cn3c(ccc(-c4cccc(F)c4)c3=O)[C@@H]21	-28	-13	6	26	x	-8	-5
O=S(=O)(NC1CCCCC1N1CCN(c2ccccc2F)CC1)c1ccccc1 (stereo not drawn)	20	0	4	0	-8	1	-2
O=C(NCCCN1CCN(Cc2ccccc2)CC1)C1CCN(S(=O)(=O)N2CCC3(CC2)OCCO3)CC1	x	x	3	-6	x	-1	x
CN(Cc1cccc(Cl)c1)C(=O)C1CCN(C(=O)Nc2ccccc2)CC1	x	x	-25	-1	x	0	x
COc1ccc(C(CNC(=O)CCC(=O)c2ccc(C)s2)N2CCOCC2)cc1 (stereo not drawn)	3	-1	-6	-12	x	4	-4
CCOC(=O)c1cc2oc(C(c3nnnn3C3CCCCC3)N3CCOCC3)cc2[nH]1 (stereo not drawn)	3	0	x	-12	6	x	-6
CCOC(=O)C1=C(C)NC(=O)C(C(N)=O)C12CCCC2 (stereo not drawn)	13	2	x	2	-1	x	7
C[C@H]1CN([C@@H](C)CO)C(=O)Cc2cc(NC(=O)c3ccncc3)ccc2O[C@H]1CN(C)S(=O)(=O)c1ccc(Cl)cc1	-8	x	x	x	4[16.7 µM]	x	-1
CCOC(=O)C1(S(=O)(=O)c2ccc(Cl)cc2)CCN(Cc2ccccc2)CC1	1	0	x	3	-5	x	-9
Cc1noc(C)c1S(=O)(=O)Nc1ccc2c(c1)C(=O)N([C@H](C)CO)C[C@@H](C)[C@H](CN(C)S(=O)(=O)c1ccccc1)O2	-5	-1	-4	-2	-3[16.7 µM]	10	-2
CCCNC(=O)NC[C@@H]1[C@@H](c2ccc(C3=CCCC3)cc2)[C@@H](CO)N1C(=O)CC	-5	-3	11	-1	143*[16.7 µM]	-2	-3
Cc1c(CC(=O)O)c(=O)oc2cc3c(cc12)CCC(C)(C)O3	3	3	-37	-3	-5	-2	0
COc1ccc(S(=O)(=O)Nc2ccc3c(c2)C(=O)N([C@H](C)CO)C[C@H](C)[C@H](CN(C)C(=O)Nc2ccccc2)O3)cc1	0	90*	7	9	3[16.7 µM]	29*	3
Cn1c(=O)[nH]c(=O)c2c1nc(CN1CCN(c3cccc(Cl)c3)CC1)n2CCc1ccccc1	92*	-1	-4	3	0	-1	-4
Clc1ccc2nc(-c3ccccn3)c(Nc3ccc4c(c3)OCO4)n2c1	x	x	-2	18	x	-2	x
CCn1ncc(Br)c1C(=O)Nc1ccc(C(C)C)cc1	-22	-2	-7	14	x	0	21
O=C1CC2(CCN(C(=O)c3ccccc3[N+](=O)[O-])CC2)Oc2ccccc21	-3	7	2	-1	1	5	-3
COc1ccc(/C=N/N2CCN(Cc3ccc(C)cc3)CC2)cc1Br	7	-3	-4	8	-4	4	-8
CSCCC(NC(N)=O)C(=O)NCc1cccc(Cl)c1 (stereo not drawn)	-4	2	x	-2	-2	x	2

Only miR-122 sensor, SIRT5 inh and ERp5 block, for 2 of the compounds above:
mol,miR-122 sensor,SIRT5 inh,ERp5 block
O=S(=O)(NC1CCCCC1N1CCN(c2ccccc2F)CC1)c1ccccc1 (stereo not drawn),-8,4,1
Cn1c(=O)[nH]c(=O)c2c1nc(CN1CCN(c3cccc(Cl)c3)CC1)n2CCc1ccccc1,0,-4,-1

New compounds follow.
SMILES	C2C12 statin	Cneo AK release	SIRT5 inh	ARNT-TACC3 inh	miR-122 sensor	ERp5 block	esBAF inh
CC(Oc1ccccc1)C(=O)NC1CCN(Cc2ccccc2)CC1 (stereo not drawn)	x	8	x	-3	3	x	-1
C[C@H](NS(=O)(=O)OCC(Cl)(Cl)Cl)C1CC1c1ccccc1 (stereo partly drawn)	13	2	x	x	1	-9	0
Cc1ccc(S(=O)(=O)C2(C(=O)Nc3ccc(C(C)C)cc3)CC2)cc1	2	0	-8	4	0	-2	38
C/C(=N/NC(=O)CCc1ccccc1)c1ccc2c(c1)OCO2	6	-1	0	3	5	13	3
CO[C@@H]1CN(C)C(=O)c2cc(NS(=O)(=O)c3ccc(Cl)cc3)ccc2OC[C@@H](C)NC[C@@H]1C	16	-1	4	-3	19[16.7 µM]	0	-1
CCOc1ccc(NC(=O)CN(C2CCCCC2)S(C)(=O)=O)cc1	9	-11	x	11	-10	x	2
O=C(CCNC(=O)C1CCN(S(=O)(=O)c2ccccc2)CC1)NC1CC1	20	0	-4	-4	-1	5	-9
CCOC(=O)c1c(-c2ccccc2)n(C)c2ccc(O)cc12	4	-1	x	2	-12	x	6
CCNC(=O)C[C@@H]1CC[C@H]2[C@H](COc3ccc(NC(=O)c4ccccc4Cl)cc3C(=O)N2C)O1	3	0	x	6	38[16.7 µM]	x	5
COc1ccc([C@@H]2C=C(C(=O)N3CCCCC3)O[C@H](OCc3ccc(CO)cc3)C2)cc1	x	55	4	-1	x	0	x
CCOc1ncccc1C(=O)N1CCN(S(=O)(=O)c2ccc3c(c2)OCCO3)CC1	-2	0	-1	-9	-1	3	-2
CC(=O)c1c(C)[nH]c(C(=O)OCC(=O)N2CCN(c3ccccc3)CC2)c1C	8	0	-6	x	-2	0	5
Cc1nc(NCCCN2CCOCC2)c2oc3ccccc3c2n1	-20	0	x	x	-1	x	5
COc1ccccc1N(CC(=O)NC1CC2CCC1C2)S(=O)(=O)c1ccc(C)cc1 (stereo not drawn)	x	-4	-6	3	3	-5	x
Cc1ccnc(NC(=O)/C=C/c2ccccc2Cl)c1	-17	x	0	-15	6	-2	-58
O=C(O)C[C@@H]1CC[C@H](NC(=O)Nc2ccccc2)[C@@H](CO)O1	-13	8	1	-10	x	2	0
Cc1nc(SCC(=O)N2CCCCCC2)[nH]c(=O)c1C	x	x	-4	-2	x	1	x
Cc1nnsc1-c1c(C(=O)O)c(C)nn1-c1ccc(OC(F)(F)F)cc1	x	x	0	-6	x	6	x
CCOc1cc(NC(=O)c2ccccn2)c(OCC)cc1NC(=O)c1ccc(C)cc1	-15	3	-1	0	-7	2	0
Cn1c(CCC(=O)O)nc2cc(S(=O)(=O)N3CCCC3)ccc21	0	-1	-14	-6	x	-3	-5
O=C(COc1ccc(S(=O)(=O)N2CCOCC2)cc1)N1CCOCC1	4	-1	-3	-2	1	-6	-12
CCc1ccc(N2CC(C(=O)N/N=C/c3ccccc3OC)CC2=O)cc1 (stereo not drawn)	7	0	-5	-5	-2	3	3
CN(C)C(=O)C[C@@H]1CC[C@H](NC(=O)c2ccc(F)cc2)[C@H](CO)O1	-4	-6	6	-5	-5[16.7 µM]	3	3
C[C@@H]1CN([C@H](C)CO)C(=O)Cc2cc(NC(=O)CCN3CCOCC3)ccc2O[C@@H]1CN(C)Cc1ccccc1	20	0	3	-4	1[16.7 µM]	0	-3
O=C(Cn1cnc2ccccc2c1=O)N1CCN(S(=O)(=O)c2ccc(F)cc2)CC1	14	0	3	9	-3	-3	-8
CCc1cc(Cn2nc(-c3ccccc3)cc2C(=O)NCc2cccs2)on1	-87	-1	x	-7	x	4	-13
COc1cccc([C@@H]2CC=C(C(=O)O)[C@H](c3cccc(Cl)c3)N2S(=O)(=O)c2ccc(C)cc2)c1	11	-5	x	-3	x	0	-5
O=C(CN(C(=O)CCC(=O)Nc1ccccn1)c1ccc(F)cc1)NCCc1ccccc1	36	-3	-3	-2	-1	3	5
